TTR transcr act – activators of transthyretin transcription; AID 1117267; 92,000 compounds, 1.3% hits; activation, % at 16.7 µM; SH-SY5Y TTR promoter Gaussia luciferase, luminescence; 100% = recombinant luciferase protein wells;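 active = activation above the mean of all tested compounds plus 3 SD, cut at about 9.5% in these data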;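 note: cells exposed to compounds for one day before reading; 0% = median of all test compound wells on the plate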
* = called active by the depositor.

SMILES	TTR transcr act
COc1ccc(NC(=O)CSc2nc(N)c3cc4c(nc3n2)CCCC4)c(OC)c1	-0.4
Cc1csc2sc(-c3ccnc(SCC(=O)NCc4ccccc4)n3)c(C)c12	-0.3
Cc1[nH]c2ccccc2c1/C=N/Nc1nncn1N	-0.8
Cc1ccccc1N1CCN(Cc2cccc(C(=O)O)c2)CC1	-2.0
Cc1cc(=O)oc2c(C)c(OCC(=O)NCCCn3ccnc3)ccc12	-0.4
CCN(CC)C(=O)CN(c1cccc(C(F)(F)F)c1)S(C)(=O)=O	1.6
COc1cccc(C(=O)c2c[nH]c(C(=O)NCc3ccco3)c2)c1	-1.9
O=C(C1=NN[C@@H]2C(=O)N(c3cccc(F)c3)C(=O)[C@H]12)C(c1ccccc1)c1ccccc1	-0.5
O=C(NNC(=S)Nc1ccccc1C(F)(F)F)c1ccc(Br)o1	-1.6
O=C(CSc1nc(-c2ccccc2)cc(=O)[nH]1)Nc1ccccn1	-4.5
CC(C)CNS(=O)(=O)c1cc(C(=O)OCC(=O)c2ccc3c(c2)OCCO3)c(Cl)cc1Cl	-0.7
CC(C)NC(=O)c1c(O)c2cccc3c2n(c1=O)CCC3	-1.5
Cc1cc(N2CCN(C(=O)c3ccco3)CC2)n2ncc(-c3ccccc3)c2n1	-0.4
O=C1COc2ccc(C(=O)CSc3ccc(Br)cc3)cc2N1	2.8
O=C1Cc2cc(S(=O)(=O)Nc3ccccc3Cl)cc3c2N1CCC3	-0.2
O=C(Nc1ccccc1Cl)c1cc(C2CCCN(C(=O)OCCF)C2)on1 (stereo not drawn)	-1.4
Cc1cc(CNC(=O)c2cc(Br)ccc2Cl)nn1C	5.0
COc1ccc2c(CC(=O)Nc3ccccc3N3CCOCC3)coc2c1	-0.8
CCCCn1c(SCC(=O)N2CCCC2)nnc1-c1ccccc1	-1.7
O=C(CCCOc1ccccc1)NNC(=O)c1ccc(Cl)cc1	0.0
Cc1ccc(-c2cc(C(=O)N/N=C/c3ccco3)[nH]n2)cc1	-3.3
CCOC(=O)C(Cc1ccccc1)NC(=O)CNC(=O)CNC(=O)OCc1ccccc1 (stereo not drawn)	3.1
C[C@H]1[C@@H](OC(=O)NCCc2c[nH]c3ccccc23)CC[C@@]23CCCN2C(=O)CCC[C@@H]13	-1.6
Cn1c(C(=O)N2CCCC(C(=O)NCCN3CCOCC3)C2)cc2sccc21 (stereo not drawn)	5.6
COc1cc(-c2nc(C(F)(F)F)c(OC)o2)cc(OC)c1OC	-0.3
CC(C)N(CCn1c(=S)[nH]c2ccccc2c1=O)C(C)C	0.5
Cc1nn(CC(=O)Nc2ccc3c(c2)OCCO3)c(C)c1[N+](=O)[O-]	-0.3
CCC1(C)Cc2c(C#N)c(SC)nc(N3CCOCC3)c2CO1 (stereo not drawn)	-0.8
O=C(COc1ccc(C(=O)c2ccccc2)cc1)NC1CCCCCC1	-4.6
CN(Cc1ccc(C(F)(F)F)cc1)C(=O)C1CCC(=O)N(C2CC2)C1 (stereo not drawn)	1.0
CSc1ncc(CN2CCN(C3CCCC3)C(CCO)C2)cn1 (stereo not drawn)	-0.9
c1ccc(Sc2cccc3ccccc23)c(CNC2=NCCN2)c1	-1.8
CCOC(=O)C1=C(C)N=C2SC(C(=O)OC)=CC(=O)N2C1c1ccc(OC)cc1 (stereo not drawn)	-0.4
COC(=O)c1ccc(/C=N/NS(=O)(=O)c2cc(C)ccc2C)cc1	0.5
Cc1nc(N/C(N)=N/S(=O)(=O)c2ccccc2)nc2ccccc12	-0.6
COc1ccc(O)c(C(=O)C2c3ccccc3C(=O)N2c2ccc(C)cc2)c1 (stereo not drawn)	0.5
Cc1cc(NC(=O)COc2ccccc2C)no1	-1.1
Cc1nnc(NC(=O)c2ccc(S(=O)(=O)N3CCCCCC3)cc2)o1	5.1
CCO[C@@H]1OC(C(=O)NC2CC2)=C[C@H](C2CC2)[C@H]1CCCO	0.0
COCCN1Cc2cccc(C(=O)NCCCN3CCCC3=O)c2C1=O	4.5

Part of the list above in order of SMILES length, rising.
SMILES	TTR transcr act
Cc1cc(NC(=O)COc2ccccc2C)no1	-1.1
CSc1ncc(CN2CCN(C3CCCC3)C(CCO)C2)cn1 (stereo not drawn)	-0.9
c1ccc(Sc2cccc3ccccc23)c(CNC2=NCCN2)c1	-1.8
CCC1(C)Cc2c(C#N)c(SC)nc(N3CCOCC3)c2CO1 (stereo not drawn)	-0.8
COCCN1Cc2cccc(C(=O)NCCCN3CCCC3=O)c2C1=O	4.5
O=C(COc1ccc(C(=O)c2ccccc2)cc1)NC1CCCCCC1	-4.6
Cc1ccc(-c2cc(C(=O)N/N=C/c3ccco3)[nH]n2)cc1	-3.3
Cc1nc(N/C(N)=N/S(=O)(=O)c2ccccc2)nc2ccccc12	-0.6
COC(=O)c1ccc(/C=N/NS(=O)(=O)c2cc(C)ccc2C)cc1	0.5
Cn1c(C(=O)N2CCCC(C(=O)NCCN3CCOCC3)C2)cc2sccc21 (stereo not drawn)	5.6
CN(Cc1ccc(C(F)(F)F)cc1)C(=O)C1CCC(=O)N(C2CC2)C1 (stereo not drawn)	1.0
COc1ccc(O)c(C(=O)C2c3ccccc3C(=O)N2c2ccc(C)cc2)c1 (stereo not drawn)	0.5
CCOC(=O)C(Cc1ccccc1)NC(=O)CNC(=O)CNC(=O)OCc1ccccc1 (stereo not drawn)	3.1
CCOC(=O)C1=C(C)N=C2SC(C(=O)OC)=CC(=O)N2C1c1ccc(OC)cc1 (stereo not drawn)	-0.4
C[C@H]1[C@@H](OC(=O)NCCc2c[nH]c3ccccc23)CC[C@@]23CCCN2C(=O)CCC[C@@H]13	-1.6

(more compounds)
SMILES	TTR transcr act
COc1ccc(-n2c(=O)cc(N3CCN(Cc4ccccc4)CC3)[nH]c2=O)cc1	0.2
C/C(CC(=O)Nc1cccc(Cl)c1Cl)=N\NC(=O)c1ccccc1N	-0.3
O=C(O)c1ccccc1C(=O)Nc1ccc(Br)c(C(F)(F)F)c1	1.4
CC(/C=N/NC(=O)CNc1n[nH]c(=O)[nH]c1=O)c1ccccc1 (stereo not drawn)	-1.6
Cc1ccccc1Nc1nc(N)nc(CN2CCN(C(=O)c3ccccc3)CC2)n1	-1.8
COCCn1c(SCC(=O)Nc2ccc(C(N)=O)cc2)nc2c([nH]c3ccccc32)c1=O	-0.6
Cc1cc(NC(=O)CSc2nc3c(C)ccc(C)c3cc2C#N)no1	2.0
O=C(c1ccccc1)N1CCCN(c2nccc(C(F)(F)F)n2)CC1	3.5
CC(NC(=O)C12CC3CC(CC(C3)C1)C2)c1ccc2c(c1)OCCO2 (stereo not drawn)	1.1
CCOC(=O)c1ccccc1NC(=O)CN(c1ccccc1C)S(C)(=O)=O	5.5
O=C(O)CCN1C(=O)CC(N2C(=O)/C(=C/c3ccc(Cl)cc3)SC2=S)C1=O (stereo not drawn)	1.4
O=S(=O)(O)c1cc(O)c2cc(Nc3ccccc3)ccc2c1	-1.4
O=C(CN1CCN(c2ccccc2Cl)CC1)NC1CCCc2ccccc21 (stereo not drawn)	0.9
COc1ccc(C(=O)CN(Cc2ccccc2)C2=NCCS2)cc1	2.7
O=C(c1ccc(Br)cc1)C(CN1CCOCC1)c1ccccc1 (stereo not drawn)	-5.1
C=C(C)COc1ccc2c(c1)CCC1C2CCC2(C)C(=O)C(=NO)CC12 (stereo not drawn)	-0.3
CCCOc1ccc(-c2c(=O)n(OCC(=O)OCC)c3ccccc3[n+]2[O-])cc1	-0.9
O=C(c1[nH]c(C(F)(F)F)nc1-c1ccccc1)N1CCN(c2ccccn2)CC1	4.7
CSc1ncccc1C(=O)OCC(=O)N1CCN(C(=O)c2ccco2)CC1	-1.3
O=S(=O)(c1ccccc1)N1CC2CC(Br)C(Br)CC21 (stereo not drawn)	3.9
COC(=O)c1ccc2nc3c(cc2c1)[C@@H]1CCN2C(=O)CCC[C@H](C3)[C@H]12	-7.0
Cc1nn(-c2ccccc2)cc1/C=N/O	1.0
CC(=O)N1CCc2cc(NC(=O)C3(C)CCN3Cc3ccccc3OC(F)F)ccc21 (stereo not drawn)	-1.0
O=C(CN1CCN(C(=O)CNC(=O)c2ccc3c(c2)OCO3)CC1)Nc1cccc(F)c1	1.3
COc1ccc(CNC(=O)C(OC(C)=O)c2ccccn2)cc1 (stereo not drawn)	-0.1
COc1ccc(-n2nnc3c(=O)n(C/C=C/c4ccccc4)cnc32)cc1	1.4
CC(C)N(Cc1ccccc1)C(=S)NC(=O)C1(C)CC1(Cl)Cl (stereo not drawn)	1.0
CC(O)(c1ccc(F)c(F)c1)c1nc(-c2ccc(Cl)cc2)cs1 (stereo not drawn)	-0.4
CN1CCN(S(=O)(=O)c2ccc(NC(=O)C3CCCO3)cc2)CC1 (stereo not drawn)	-2.2
CCOCCCNc1nc2c(C)cccn2c(=O)c1/C=C1\SC(=S)N(CC(C)C)C1=O	-0.1
COc1ccc(/C=N/NC(=O)c2cccc(NC(C)=O)c2)c(C(=O)O)c1OC	-0.8
Cc1nc(NCc2ccco2)c2c(C)c(C)sc2n1	-1.5
COc1ccccc1CNC(=O)CNC(=O)c1sc2ccccc2c1Cl	0.9
CCN(C(=O)CN1CCN(c2ccccc2F)CC1)c1c(N)n(Cc2ccccc2)c(=O)[nH]c1=O	-0.6
CCOc1c(C)cc2[nH]c(CCC(=O)O)nc2c1C	-3.8
CC(C)(C)NC(=O)c1ccc2c(c1)CCO2	-1.7
Cc1ccc(OCCNC(=O)C(=O)NCc2ccco2)cc1	-2.6
COc1cc(-c2noc(CCCC(=O)Nc3ccc(C(N)=O)cc3)n2)cc(OC)c1OC	-1.3
O=C(CCC(=O)N1CCN(S(=O)(=O)c2ccc(Cl)cc2)CC1)NC1CCCc2ccccc21 (stereo not drawn)	2.4
O=S(=O)(Nc1ccc(F)cc1)c1ccc(NC(=S)Nc2ccccc2)cc1	5.6
Cc1ccc(CN2C(=O)C(F)(F)Oc3ccccc32)cc1	-1.1
Cc1cc(Cl)ccc1OCCCC(=O)OCC(N)=O	1.6
Cc1ccc2c(c1)[C@H]1[C@H](CO2)[C@H](c2ccccc2)[C@]2(C)C(=O)NCC(=O)N12	0.0
CCC(C)C(=O)Nc1ccc(OC)cc1[N+](=O)[O-] (stereo not drawn)	0.5
CN1C(=O)C2C(c3ccc(N(C)C)cc3)=NN(Cc3ccccc3)C2C1=O (stereo not drawn)	1.1
O=C(N/N=C/c1ccc(N2CCOCC2)cc1)c1ccccn1	-1.5
O=C(NC1CCCCCC1)c1cccc(S(=O)(=O)N2CCOCC2)c1	3.3
CC1CCc2c(sc(NC(=O)CSc3ncn[nH]3)c2C#N)C1 (stereo not drawn)	-1.6
C=C(Br)CN1[C@@H](Cc2ccccc2)[C@H](O)[C@@]23C=C[C@@H](C[C@@H]2S1(=O)=O)O3	-0.7
Cc1cnc(C(=O)Nc2ccc(OC(F)(F)F)cc2)cn1	-1.1
Cc1ccc(Cn2cnc3ccccc32)cc1	2.7
Clc1cccc(Cc2c(-c3ccco3)nc3ccc(Br)cn23)c1	0.3
CCc1nnc(NC(=O)CCC(=O)NC2CCCCCC2)s1	-0.2
COc1ccc(NC(=O)COC(=O)c2ccc(OCc3c(C)noc3C)cc2)cc1OC	0.4
COc1cc(/C=C/C(=O)Nc2cccnc2)cc(OC)c1OC	-1.8
CCOC(=O)c1cn(CC(=O)Nc2ccc(OC)cc2OC)nn1	-1.5
CCN(CC(=O)NCc1ccc(Cl)cc1)C(=O)CSCC(=O)Nc1cccc(C)c1	0.2
O=C(NCC(c1cccs1)N1CCOCC1)C1CCN(S(=O)(=O)c2cc(Cl)ccc2Cl)CC1 (stereo not drawn)	-0.8
NNC(=S)Nc1ccc(OC(F)(F)F)cc1	0.4
COc1ccccc1/C=C/C=N/n1c(-c2cc(-c3ccccc3)n[nH]2)n[nH]c1=S	2.7

(more compounds)
SMILES	TTR transcr act
O=C(NCCc1c[nH]c2ccccc12)OCc1cn(-c2ccc(Cl)cc2)nn1	-0.7
CCCNS(=O)(=O)c1ccc(OCC(=O)Nc2ccccc2F)cc1	-0.3
COc1ccc(Br)c(C(=O)N2CCN(S(=O)(=O)/C=C/c3ccccc3)CC2)c1	0.3
CCOC(=O)c1cc(-c2ccccc2)n(CC(=O)Nc2ccc(OC)c(OC)c2)c1C	1.0
Cc1nnc(NC(=O)c2ccc(S(=O)(=O)N3CCc4ccccc4C3)cc2)o1	0.0
c1ccc2c(c1)CC/C2=N/Nc1nc2ccccc2[nH]1	-0.7
CCS(=O)(=O)N1CCN(C(C)CCc2ccccc2)CC1 (stereo not drawn)	-0.2
CCc1ccc(CN(C)C(=O)c2ccc3c(c2)OCCO3)cc1	3.3
O=C1CCCC2=C1C(c1cccc(Br)c1)n1nc(-c3ccco3)nc1N2 (stereo not drawn)	1.2
CN(C)S(=O)(=O)c1ccc(NC(=O)COc2ncnc3sccc23)cc1	-1.2
COc1ccccc1NCC(=O)n1nc(C)cc1C	-0.9
OCC[C@H]1C[C@@H](O)[C@H](O)[C@@]2(CCCCO2)O1	5.7
Cc1cccc(N2C(=O)C(Cl)=C(N3CCOCC3)C2=O)c1	1.7
COc1cccc(NC(=O)C2(C)CCN2Cc2ccccc2Cl)c1 (stereo not drawn)	0.2
CC1CCCCN1S(=O)(=O)c1cccc(S(=O)(=O)N2CCOCC2)c1 (stereo not drawn)	0.2
Cc1nc(CSc2ccc(Cl)cc2)cc(N2CCOCC2)n1	0.8
COc1ccc(-c2nn(-c3ccccc3)cc2/C=N/N2C(=O)CSC2=S)cc1	-0.2
COC(=O)c1[nH]c(C)c(/C(O)=C2\C(=O)C(=O)N(CCN3CCOCC3)C2c2cccnc2)c1C (stereo not drawn)	0.8
CS(=O)(=O)Nc1ccccc1C(=O)Nc1cc2c(cc1C(=O)O)OCCCO2	-0.7
Cc1[nH]c2ccccc2c1/C=N/NC(=O)CNC(=O)c1ccc2c(c1)OCO2	2.2
C[N+](C)(C)CCCNC(=O)c1ccc(/C=N/O)nc1	20*
CCOc1ccc(OCC)c(NC(=O)C2CCN(S(=O)(=O)c3cnc[nH]3)CC2)c1	-1.7
CC(C)[C@H](NC(=O)c1cccc(S(=O)(=O)N2CCOCC2)c1)C(=O)Nc1nc2ccccc2s1	-1.6

The list is partial; the hit share may differ from the screen's.
